Efflux pump mplx: inhibitors of Candida efflux pumps in yeast, primary screen, S. cerevisiae, Nile Red, multiplex | S. cerevisiae Candida pump triplex | inhibition, % at 10 µM | 0.44% of 330,000 active | AID 485275, 2010;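 active means plate passing quality check with inhibition over a set limit, or well fluorescence over plate mean plus 4 SD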;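 further: Nile Red retained in pooled yeast measured as flow cytometry median fluorescence; 0% = buffer negative control and 100% = Enniatin B positive control; higher means more Nile Red kept so more efflux inhibition; some compounds called inactive have numbers as strong as hits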
The depositor's hits bear a star. Some of the compounds tested; the hit share may differ from the screen's.

SMILES	Efflux pump mplx
COc1ccc(C(=O)N2CCNC(=O)C2CC(=O)Nc2ccc(C)c(C)c2)cc1 (configuration not stated)	0.1
COc1cc(C(=O)N/N=C/c2cn(Cc3cccc(F)c3)c3ccccc23)ccc1O	0.1
CC[C@]1(C(=O)OC)[C@H]2C(=O)N(C)C(=O)[C@H]2[C@H]2CN=C(SCc3ccc(C#N)cc3)N21	0.3
CCn1cc(CCCC(=O)NCc2cccc(OC)c2)c2ccccc21	0.3
COc1ccc(CCNC(=O)CN(Cc2ccc(Cl)cc2)S(C)(=O)=O)cc1	0.0
CC(=O)c1cccc(Nc2nc(-c3cccnc3)cs2)c1	-0.1
CCC(Oc1cc(Cl)ccc1Cl)C(=O)N1CCCN(C)CC1 (configuration not stated)	-0.9
COc1cccc(C(=O)Nc2ccc3c(C)cc(=O)oc3c2)c1	0.0
COc1ccc(C(=O)Nc2ccc(N3CCCC3)cc2)cc1OC	0.1
CCc1nc(Nc2cccc(O)c2)c2oc3ccccc3c2n1	-0.1
COc1ccc(CCNC(=O)CCOc2cc(C)ccc2C)cc1OC	-0.9
COc1ccc(-c2noc(CCC(=O)NCCc3ccccc3)n2)cc1OC	-0.2
COC(=O)C[C@H](NC(=O)Cn1cnc2c(NCc3ccccc3)ncnc21)C(=O)OC	-0.3
Cc1ccc(-c2ccc(CCC(=O)O)n2-c2cccc(C(=O)O)c2)cc1	0.1
O=[N+]([O-])c1ccc(CN2CCC(Cc3ccccc3)CC2)cc1	-0.1
CC(C)(C)OC(=O)N[C@H]1C=C[C@H](OC(=O)CC(=O)OCC(F)(F)F)C1	0.0
COc1ccccc1-c1sc2ccccc2c1-c1ccc(OCCN2CCOCC2)cc1	0.4
Cc1nc2cc(C(=O)N3CCN(C)CC3)ccc2n1C	-0.1
CSc1nsc(SCC(=O)NCc2ccc(C)cc2)n1	-0.1
COc1cc(OC)c2c(-c3cccc(-c4ccc(C#N)cc4)c3)cc(=O)oc2c1	0.2
Nc1ncnc2c1ncn2[C@@H]1O[C@H](CNC(=O)[C@@H](N)Cc2ccc(C(F)(F)F)cc2)[C@@H](O)[C@H]1O	-0.3
O=c1cc(Cn2ccnc2)c2cc(O)ccc2o1	-0.3
COc1cc(C(=O)N/N=C/c2cccc(Oc3ccccc3)c2)ccc1O	-0.1
COc1ccc(C(=O)NC2CC2)cc1OC1CCN(Cc2ccc(F)cc2)CC1	0.1
O=C(CCC(=O)Nc1ccccc1Cl)NN=C1CCCC1	0.1
O=C(NCCN1CCOCC1)c1ccccc1Cl	-0.1
O=C1CSC(=S)N1c1ccc(Cl)c(Cl)c1	0.0
CCn1c(CNC(=O)C2CCCCC2)cc2cc(C)ccc21	0.5
CC[C@]1(C(=O)OC)[C@H]2C(=O)N(C)C(=O)[C@H]2[C@H]2CN=C(SCc3ccc(OC)cc3)N21	0.3
CC[C@]12c3[nH]c4ccc(Cl)cc4c3CCN1C(=O)[C@@H](CC(=O)NCc1cccc(C(F)(F)F)c1)C[C@@H]2C(=O)N1CCN(C(=O)c2ccco2)CC1	-0.2
COc1ccc(NC(=O)N2CCc3ccccc3C2)cc1	0.0
COc1ccc(/C(O)=C2/C(=O)C(=O)N(CCCN3CCOCC3)C2c2ccc(C(C)C)cc2)cc1 (configuration not stated)	-0.1
CCOc1ccc(NC(=O)N2CC(C)OC(C)C2)cc1 (configuration not stated)	-0.2
COC(=O)Cn1cnc2c(Cl)nc(F)nc21	-0.6
COc1ccc2[nH]c3c(c2c1)CCN1C(=O)C(CC(=O)NCCCn2ccnc2)C[C@H](C(=O)N2CCCCC2)[C@@]31C (some centres not stated)	-0.3
C/C(=N\NC(=O)C1CC1)c1ccccc1Br	-0.1
Cc1ccc(S(=O)(=O)Nc2ccc(O)c3ccccc23)c(C)c1	0.1
O=[N+]([O-])c1ccccc1S(=O)(=O)Nc1ccc2c(c1)OCCO2	-0.1
CN(Cc1cccc([N+](=O)[O-])c1)Cc1cccc2ccccc12	0.1
Cc1ccc(S(=O)(=O)N2C[C@@H]3CCCC[C@@H]3[C@@H](C)[C@H]2c2cn(Cc3ccccc3)c3ccccc23)cc1	-0.2
CC1CCN(C(=O)Cn2nnc(-c3ccc(C(C)C)cc3)n2)CC1	0.0
C=CCn1c(N2CCCC2)nc2c1c(=O)n(C)c(=O)n2C	0.0
COC(=O)CSc1nnc(COc2ccc3ccccc3c2)o1	0.1
O=C(CNC(=O)c1ccc(Br)o1)NCc1ccc(Cl)cc1Cl	-1.1
CC(=O)c1ccsc1-c1c(C)cc2oc(=O)cc(-c3ccccc3)c2c1C	-0.2
CCOC(=O)C1CCCN(C(=O)c2cc3ccc(OC)cc3[nH]2)C1 (configuration not stated)	0.0
C=C1c2ccccc2O[C@H](C(=O)OCC)[C@@H]1C1CCCCC1	0.1
O=C(NNC(=O)c1ccco1)Nc1ccccc1	0.0
COc1ccccc1NC(=O)N[C@@H](Cc1c[nH]c2ccccc12)C(=O)NN	0.0
CCc1ccc(OCC2Cn3c(nc4c3c(=O)[nH]c(=O)n4C)O2)cc1 (configuration not stated)	0.1
COc1ccc(-n2ncc3c2CC(C)(C)CC3NC(=O)c2cn[nH]c2)cc1 (configuration not stated)	-0.3
O=C(NCCc1ccccn1)c1ccc(OC2CCN(CCc3ccccc3)CC2)cc1	0.9
O=C(NCCC(=O)N1O[C@@H]2C=C[C@H]1C2)OCC1c2ccccc2-c2ccccc21	-0.2
O=S(=O)(c1ccccc1)N1CCN(C(=S)Nc2ccc(Br)cc2)CC1	0.2
COc1cc(NC(=O)Cn2cnc(C(=O)Nc3ccc(C)c(C)c3)n2)cc(OC)c1OC	-0.2
CCN=C1S/C(=C\c2cc(Br)c(O)c(OC)c2)C(=O)N1CC	0.1
Cc1ccccc1CC(=O)NCC1CCCCC1	0.0
CC[C@]1(C(=O)OC)[C@H]2C(=O)N(Cc3ccccc3)C(=O)[C@H]2[C@H]2CN=C(SCc3ccccc3)N21	0.1
Cc1ccc(C)c(NC(=O)c2cc3ccccc3o2)c1	0.0
Cc1cc2c(Nc3ccc(O)cc3)ncnc2s1	0.0

(cont.)
SMILES	Efflux pump mplx
O=[N+]([O-])c1ccc2c(c1)ncn2CCc1ccccc1	0.0
COc1ccc(NC(=O)N2CCCc3ccccc32)c(OC)c1	-0.1
O=C(NCCCSc1ccccc1)c1cccnc1	0.7
COc1ccc(-c2c(C)cc3oc(=O)cc(-c4ccccc4)c3c2C)cc1OC	-0.2
CCOC(=O)C1CCN(C/C=C/c2ccccc2)CC1	0.1
COc1ccc2[nH]c3c(c2c1)CCN1C(=O)C(CC(=O)NCCN2CCOCC2)C[C@H](C(=O)N2CCOCC2)[C@@]31CCC1CCCC1 (some centres not stated)	0.0
O=C(Nc1ccc(CN2CCOCC2)cc1)c1cc(Br)ccc1Cl	0.1
COc1ccc(C2CC(=O)Oc3c(C(C)C)ccc(C)c32)cc1 (configuration not stated)	0.4
C/C(=N\NC(=O)Cc1ccc(Cl)cc1)c1cccc(NC(=O)c2cccnc2)c1	0.0
Cc1cc(N2CCN(C(=O)Nc3ccccc3C#N)CC2)c2ccccc2n1	-0.1
C/C(=N\NC(=O)c1cc(C)nc2ccc(C)cc12)c1ccncc1	-0.1
COc1ccccc1/C=C(/C#N)C(=O)O	0.1
CC1CC(C)CN(C(=O)CCNC(=O)c2ccccc2Cl)C1 (configuration not stated)	0.7
CCOC(=O)N1CCN(CCC(=O)c2ccc(Br)cc2)CC1	0.3
O=C(NCc1ccc(Cl)cc1)c1nccnc1CO	0.0
COc1ccc(C2/C=C\CN3CCC[C@H]3C(=O)N2Cc2ccc(F)cc2)cc1 (some centres not stated)	-0.2
COc1ccc(-c2noc(C3CCCN(C(=O)c4ccccc4OC)C3)n2)cc1 (configuration not stated)	0.0
CC(=O)N1N=C(c2ccco2)CC1c1ccco1 (configuration not stated)	0.0
O=C(CCc1ccccc1)N[C@@H]1c2ccccc2CC[C@@H]1OCc1ccccc1	-0.2
O=[N+]([O-])c1ccc(N2CCN(Cc3ccc(Br)o3)CC2)cc1	0.0
CCOC(=O)C1=CN(Cc2ccco2)S(=O)(=O)N(C)C1CC (configuration not stated)	-0.3
COC(=O)CNC(=O)CSc1nc2c(sc(=S)n2-c2ccccc2)c(=O)[nH]1	-0.1
O=C(CSc1nc(Nc2ccccc2)nc(N2CCOCC2)n1)Nc1cc(Cl)ccc1O	0.0
CCCCn1c(N)c(N(Cc2ccccc2OC)C(=O)CSCC(=O)Nc2cccc(C)c2)c(=O)[nH]c1=O	-0.5
Cc1ccccc1N=C1NC(=O)C(CO)(CO)S1	0.0
CC(=O)Nc1cccc(NC(=O)CCNC(=O)c2ccccc2)c1	-0.2
OC(COc1ccccc1Br)CN1CCNCC1 (configuration not stated)	0.0
Cc1ccc(NC(=O)c2ncn(CC(=O)NCC(C)c3ccccc3)n2)cc1C (configuration not stated)	0.1
CCCCSc1nc2sc3c(c2c(=O)n1-c1ccc(C)cc1)CCN(C)C3	0.1
CCOC(=O)c1c(C)[nH]c(NC(=O)Nc2ccc(NC(C)=O)cc2)c1C	-0.2
CCCCCCCCCC(=O)N[C@@H]1c2cc(OC)c(OC)cc2C[C@H]1OCc1ccccc1	-0.1
Cn1c(SCC(=O)Nc2ccccc2)nc2ccccc2c1=O	0.0
COc1c(Br)cc(Br)cc1C(=O)Nc1ccccc1N1CCCC1	0.4
CC(=O)N(O)CCCCCNC(=O)CCC(=O)N(O)CCCCCNC(=O)CCC(=O)N(O)CCCCCNC(=O)CCC(=O)O	-0.1
COc1cccc(CN2CCN(Cc3cc(OC)c(OC)c(OC)c3)CC2)c1OC	0.0
Cc1ccc(NC(=O)c2cnccn2)nc1	-0.7
Cc1ccccc1CC1CCN(CCCNC(=O)Nc2ccccc2)CC1	-0.1
COc1ccccc1OCc1ccc(C(=O)N(C)c2ccccc2)o1	0.0
CC(C)c1cc(N2CCOCC2)n2ncc(-c3ccccc3)c2n1	-0.1
COC(=O)c1sccc1NC(=O)Nc1ccc(C(C)=O)cc1	0.0
CCN(CC(=O)Nc1ccc(NC(C)=O)cc1)C(=O)COc1ccccc1Cc1ccccc1	-1.1
CCOC(=O)c1c(NC(=S)N2CCN(C)CC2)sc(C)c1-c1ccccc1	0.0
COc1cccc(CNc2ccc3[nH]c(=O)[nH]c3c2)c1OCc1ccccc1	0.0
CCN1CCN(c2nc3c(c(=O)[nH]c(=O)n3C)n2Cc2ccccc2)CC1	0.0
CCCN(CC(=O)Nc1ccc(Cl)cc1Cl)C(=O)CC(NC(C)=O)c1ccccc1 (configuration not stated)	-1.1
CCn1ncc([N+](=O)[O-])c1C(=O)Nc1c(C)cccc1C	0.0
O=C(Oc1ccccc1)N1CCN(c2ccccc2F)CC1	0.2
Cc1[nH]c2ccccc2c1/C=N\NC(=O)c1ccco1	0.2
COc1ccc(/C=C/C(=O)NCCCN2CCOCC2)cc1	0.1
CN[C@H](C)C(=O)NC[C@H]1O[C@@H](n2cnc3c(N)ncnc32)[C@H](O)[C@@H]1O	0.3
COc1cccc(C2/C(=C(\O)c3ccc4c(c3)OCCO4)C(=O)C(=O)N2CC2CCCO2)c1 (configuration not stated)	-0.1
O=C(CN1CCN(c2ccccc2F)CC1)c1ccc(O)c(O)c1	-0.1
CCOc1ccc2[nH]cc(-c3csc(N)n3)c2c1	0.0
Cc1ccnc(N=O)c1	-0.1
CCCC(=O)N(Cc1cc(=O)[nH]c2ccccc12)c1ccc(C)cc1C	0.0
CCn1cc(C(=O)NCC(=O)NC(C)(C)CO)c(=O)c2cc3c(cc21)OCO3	-0.3
Cc1ccc(NC2CCCN(C(=O)c3ccc4nccnc4c3)C2)cc1C (configuration not stated)	0.0
Cc1ccc(C)c(N2CCN(C(=O)CCc3nc(-c4ccc(F)cc4)no3)CC2)c1	0.1
CC[C@]12c3[nH]c4cc(-c5ccco5)ccc4c3CCN1C(=O)[C@@H](CC(=O)NC(C)(C)C)C[C@@H]2C(=O)N1CCN(C(=O)C2CC2)CC1	0.2
Cc1ccc(OC(C)C(=O)Nc2ccc3c(c2)n(C)c(=O)n3C)c(C)c1 (configuration not stated)	0.0

Rewritten with the structure last: entries from further up.
Efflux pump mplx	Compound
0.2	Cc1[nH]c2ccccc2c1/C=N\NC(=O)c1ccco1
-0.1	COc1cccc(C2/C(=C(\O)c3ccc4c(c3)OCCO4)C(=O)C(=O)N2CC2CCCO2)c1 (configuration not stated)
0.1	COc1ccc(/C=C/C(=O)NCCCN2CCOCC2)cc1
0.0	COc1cccc(CNc2ccc3[nH]c(=O)[nH]c3c2)c1OCc1ccccc1
0.0	CCOC(=O)c1c(NC(=S)N2CCN(C)CC2)sc(C)c1-c1ccccc1

Further results
SMILES	Efflux pump mplx
Cc1ccc(CNC(=O)c2ccc(OCC(C)C)cc2)n1C	-0.2
Cc1ccc2[nH]cc(CCNS(=O)(=O)c3ccc(F)cc3)c2c1	0.1
COc1ccc(NC(=O)NNC(=O)COc2ccc3cc(Br)ccc3c2)cc1	0.4
O=c1[nH]c(=S)[nH]cc1S(=O)(=O)c1cccc(Cl)c1	0.4
COc1cccc(-c2nc(NCc3cccnc3)c3ccccc3n2)c1O	0.0
COCCCNC(=O)CC1C[C@H](C(=O)N2CCCCC2)[C@@]2(CCc3ccccc3)c3[nH]c4ccc(OC)cc4c3CCN2C1=O (some centres not stated)	0.0
O=C(NCc1ccco1)c1ccc(Cl)cc1[N+](=O)[O-]	0.0
COc1ccc(/C=N/N(c2ccccc2)c2ccccc2)cc1O	-0.9
NNC(=O)Cn1nc(-c2ccccc2)c2ccccc2c1=O	0.2
